Assay outcomes as filed in PubChem.
TexasRed autofl: qHTS Assay for Spectroscopic Profiling in Texas Red Spectral Region; Compound fluorescence, Texas Red channel, 547/618 nm; stronger effect = higher value; max dye-equivalent concentration, M; 59,000 compounds, 0.06% hits; AID 587, 2007; in the data active means max dye-equivalent concentration above about 10 nM; inconclusive means between about 1.1 nM and that limit
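Dye-equivalent concentrations come from scaling compound signal (ex 547, em 618 nm) to six Texas Red standard concentrations run on every plate, after 15 min room-temperature incubation in pH 8.0 Tris (100 mM).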
A350 fluor: qHTS Assay for Spectroscopic Profiling in A350 Spectral Region; Compound autofluorescence, 340/450 nm, Alexa 350 dye-equivalents; stronger effect = higher value; max dye-equivalent concentration, M; AID 590, 2007; 59,000 compounds, 11% hits; in the data active means max dye-equivalent concentration above about 10 nM; inconclusive means mostly about 1.1 nM to 9.6 nM
HBB splice mod: qHTS Assay for Modulators of Hemoglobin Beta Chain Splicing; HBB splicing reporter cell assay, activation; EGFP reporter with mutant IVS2-654 intron; response scale: normalised to 500 nM splice-correcting PNA; Potency, µM (titrated, usually from 46.1 µM), inactives show at the top dose activation, most hits filed as activators; 65,000 compounds, 0.06% hits; AID 925, 2007; further: potency means the concentration at half of the fitted maximal effect; 0% is about no effect
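Compounds were applied for 2 days to HeLa EGFP-654 cells, 500/well in Optimem with 2% FCS. The reporter's EGFP is disrupted by mis-splicing of beta-globin intron IVS2-654. Readout: summed well GFP fluorescence from 488 nm laser scanning; reference was 500 nM antisense […] 654 PNA.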
Fluorescein autfl: qHTS Assay for Spectroscopic Profiling in Fluorescein Spectral Region. Compound autofluorescence, 480/540 nm, fluorescein-equivalent; stronger effect = higher value. max fluorescein-equivalent concentration, M. 59,000 compounds, 0.91% hits; in the data active means max fluorescein-equivalent concentration above about 10 nM; inconclusive means between about 1.1 nM and that limit
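Autofluorescence profiling; 100 mM Tris, pH 8.0; incubation 15 min at RT; ex/em 480/540 nm; result as fluorescein-equivalent concentration.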
CRE Fsk mod: Cell signaling CRE-BLA (Fsk stim) | CHO CRE-bla reporter (cAMP response element driving beta-lactamase), forskolin EC10, beta-lactamase ratio | Potency, µM (highest dose often 38.2 µM), for inactives: top-dose activity change, negative = inhibition, actives largely listed as activators | 71,000 compounds, 2.5% hits | AID 662, 2007; active means well fitted activation curve with a large enough effect in the signal ratio, with a control signal flat, not every such curve was filed as active; inconclusive means small, poorly fitted or top-dose-only effect, or effect the other way, or a change in a side signal; the % refers to the signal ratio; further: potency means the concentration at half of the fitted maximal effect; % of control where 0% means no effect
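CRE-bla CHO reporter cells treated with compound titration plus EC10 NKH 477 (water-soluble forskolin), incubated 3 h at 37 °C; CCF4 loading 2 h at room temperature, 460/530 nm emission ratio read, AC50 values derived for positive or negative modulators.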
ERK AVP inh: qHTS Assay for Inhibitors of the ERK Signaling Pathway using a Homogeneous Screening Assay; HEK293-V1b, vasopressin-stimulated pERK AlphaScreen; Potency, µM (titrated, usually from 57.5 µM), inactives show at the top dose activity, negative = inhibition, most hits filed as inhibitors; 72,000 compounds, 0.99% hits; AID 995, 2007; further: potency means the concentration at half of the fitted maximal effect; on the % scale 0 is the no-effect control and ±100 the full control effect; nearly all actives have a fitted effect of over 55% in size
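Phosphorylated ERK1/2 detected via AlphaScreen bead proximity in lysates of V1b-expressing HEK293 cells given 25 nM vasopressin for 5 min after 30 min compound exposure (37 °C). AC50 from Hill equation; basal DMSO 0%, vasopressin 100%.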
Epigenetic mod: qHTS Assay for Epigenetic Modulators; mouse C127i GFP locus derepression, cytometry, 30 h; Potency, µM (top dose mostly 46.1 µM), for the others: top-dose GFP derepression (activation); 68,000 compounds, 0.09% hits; AID 597, 2007; further: % of control where 0% means no effect
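Read-out is the number of GFP-positive cells, scored as fluorescent objects 20 to 120 um wide, reflecting derepression of a silenced CMV-GFP reporter in murine C127i cells after 30 h compound exposure at 37 C.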
Ub-GFP proteasome: Ubiquitin-GFP Assay; Ubiquitin-GFP reporter cells, proteasome inhibition, GFP fluorescence; response scale: untreated = 0%, 10 µM MG-132 = 100%; Potency, µM (doses to about 45.9 µM), inactives show at the top dose activation (GFP accumulation), usual class: activators; 67,000 tested, under 10 active; active means well fitted activation curve with a large enough effect, not every such curve was filed as active; inconclusive means small, poorly fitted or top-dose-only effect, or another doubt; inactive means no such curve, though single readings can be large or run the other way; further: potency means the concentration at half of the fitted maximal effect
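Proteasome blockade was scored as a rise in GFP-expressing U2OS cells carrying a ubiquitin(G76V)-GFP construct, imaged after 4 hr compound treatment at 37 °C across a 46 uM–2.9 nM series.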
Hsp90 Hop PPI: qHTS Assay for Disrupters of an Hsp90 Co-Chaperone Interaction | AlphaScreen TPR2A-His6 binding biotin-Hsp90 C-terminal peptide | Potency, µM (titrated, usually from 57 µM), inactives show at the top dose activity change, negative = inhibition | 71,000 compounds, 0.44% hits; active means well fitted curve in either direction with a large enough effect; inconclusive means small, poorly fitted or top-dose-only effect, or another doubt; further: potency means the concentration at half of the fitted maximal effect; on the % scale 0 is the no-effect control and ±100 the full control effect; many of its hits are not listed in these tables
FLuc inh: qHTS Assay for Inhibitors of Firefly Luciferase | Potency, µM (highest dose often 57.1 µM), for the others: top-dose activity change, negative = inhibition, hits mostly inhibitors | Luciferin 4-monooxygenase (Photinus pyralis), P08659 | purified firefly luciferase, luminescence, 8 min | 72,000 compounds, 2.2% hits | AID 411, 2009; further: potency means the concentration at half of the fitted maximal effect; on the % scale 0 is the no-effect control and ±100 the full control effect; nearly all actives have a fitted effect of over 40% in size
Target sequence (P08659 whole entry, looked up): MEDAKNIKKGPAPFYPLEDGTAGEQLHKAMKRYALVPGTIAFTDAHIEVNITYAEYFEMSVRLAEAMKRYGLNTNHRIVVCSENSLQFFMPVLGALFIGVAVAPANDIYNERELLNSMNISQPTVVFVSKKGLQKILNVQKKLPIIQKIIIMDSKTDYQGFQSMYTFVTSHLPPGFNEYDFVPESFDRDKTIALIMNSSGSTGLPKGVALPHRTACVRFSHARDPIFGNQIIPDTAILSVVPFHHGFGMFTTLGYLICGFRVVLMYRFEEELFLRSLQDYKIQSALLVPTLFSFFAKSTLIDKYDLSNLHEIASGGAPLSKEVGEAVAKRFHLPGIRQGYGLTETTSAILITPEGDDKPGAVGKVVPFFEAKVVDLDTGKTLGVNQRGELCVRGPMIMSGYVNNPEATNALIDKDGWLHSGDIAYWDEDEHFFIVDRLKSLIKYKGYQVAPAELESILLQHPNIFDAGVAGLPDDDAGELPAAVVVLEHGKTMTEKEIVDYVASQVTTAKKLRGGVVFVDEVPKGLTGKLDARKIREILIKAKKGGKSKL
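Firefly luciferase (PKLight detection mix) with 10 uM ATP in pH 7.2 imidazole buffer (KCl, MgCl2, Tween 20, BSA). Compounds tested across a concentration series (qHTS). Luminescence read after 8 min at ambient temperature.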
4MU fluor: qHTS Assay for Spectroscopic Profiling in 4-MU Spectral Region; compound autofluorescence, 340/450 nm, 4-MU equivalents; stronger effect = higher value; max dye-equivalent concentration, M; 59,000 compounds, 11% hits; in the data active means max dye-equivalent concentration above about 10 nM; inconclusive means mostly about 1.1 nM to 9.6 nM
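Intrinsic fluorescence at 340/450 nm (ex/em) was read after 15 min at room temperature in pH 8.0, 100 mM Tris. Each compound concentration expressed as 4-MU-equivalent concentration from a six-point 4-MU standard series on each plate.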
* marks the source's active call; other numbers are inactive results; i = inactive; ? = inconclusive; . = not tested or not shown; [ ] = remark or other dose. Unless noted, the call rests on the fitted dose curve; in most records, active means well fitted curve in the direction sought with a large enough effect; inconclusive means small, poorly fitted or top-dose-only effect, or another doubt; inactive means no such curve, though single readings can be large; an effect the other way counts as inactive or inconclusive. A portion of the library; count on the stated rates, not on these rows.

SMILES	TexasRed autofl	A350 fluor	HBB splice mod	Fluorescein autfl	CRE Fsk mod	ERK AVP inh	Epigenetic mod	Ub-GFP proteasome	Hsp90 Hop PPI	FLuc inh	4MU fluor
CCNc1sc(C(=O)c2cccs2)c(N)c1-c1nc2ccccc2s1	i	i	-0.6%	?	?	?	0.1%	-6.9%	?	-43.3%	i
O=c1c2ccccc2[nH]c(=S)n1Cc1cccnc1	.	.	0.6%[0.0738 µM]	.	?	-15.7%	-1.5%	1.6%[9.17 µM]	-6.1%[11 µM]	0.4%	.
COc1ccccc1CN1CCC2(CC1)CCN(C(=O)c1cccc(F)c1)CC2	i	i	1.3%	i	1.6%	10.6%	9.2%[9.22 µM]	-3.5%	-2.6%	-0.1%[11.4 µM]	i
O=C(NC(O)C(=O)c1ccccc1)c1cccs1 (stereo unspecified)	.	.	-0.1%	.	-8.9%	2.8%	4.7%	-10.5%	-2.3%	-5.8%	.
O=C(NCc1ccc(F)cc1)c1cc2ccccn2n1	.	.	-1.8%	.	-0.6%	-5.8%	-3.4%	0.0%	-0.8%	-6.6%	.
CC1=C(c2ccccc2)[N+](=O)C2(CCCC2)N1[O-]	.	.	-0.5%	.	-4.5%	9.8%	5.0%	0.0%	-0.8%	0.4%	.
CN(Cc1nc(-c2cccnc2)no1)S(=O)(=O)c1ccc2ccccc2c1	i	i	-0.9%	i	?	-20.0%	2.6%	12.5%	0.7%	-0.5%	i
O=C(Nc1nc(-c2cccs2)cs1)c1ccc(Cl)s1	.	.	-0.3%	.	?	.	.	1.6%	?	-15.2%	.
O=c1c(-c2ccccc2)nc2cncnc2n1Cc1ccc(F)cc1	i	i	-1.9%	i	?	-21.2%	2.2%[9.22 µM]	1.1%	-4.4%	1.2%[11.4 µM]	i
CC(C)Cn1c(N)c(C(=O)COC(=O)C2CCCCC2)c(=O)n(C)c1=O	i	i	-0.1%[57.5 µM]	i	2.7%	?	3.1%	3.8%	-2.0%	2.5%	i
Cc1nn(C(C)(C)C)c(OC(=O)C2CCCC2)c1S(=O)(=O)c1ccccc1	i	i	-2.0%	i	-14.7%	6.5%	11.3%	-4.6%	15.1%	-1.2%	i
CCOc1ccc(C(=O)N(Cc2ccc(N(C)C)cc2)C2CCS(=O)(=O)C2)cc1 (stereo unspecified)	?	?	-3.8%[0.369 µM]	i	0.0%	-25.2%	-2.6%	0.9%	-13.0%	4.8%	i
Cc1cc(C)c(S(N)(=O)=O)c(C)c1-n1cnnn1	?	i	0.1%	?	6.0%	-1.0%	-4.4%	3.9%	0.1%	-0.8%	i
COc1ccc(-c2nnc3n2N=C(c2cccc(Br)c2)CS3)cc1OC	i	?	-0.7%	i	15.8%	19.9%	0.7%	-5.3%	7.6%	-21.1%	?
CCN(CC)CCCN1C(=O)C(=O)/C(=C(/O)c2ccc3c(c2)CC(C)O3)C1c1ccncc1 (stereo unspecified)	i	i	.	i	.	.	13.7%[20.6 µM]	.	.	-0.1%[25.5 µM]	i
c1nc(N2CCOCC2)c2c3c(sc2n1)CCCC3	?	i	-0.5%	i	15.3%	-19.0%	6.4%	-3.0%	-0.7%	3.8%	i
COc1cccc(-c2nn3c(-c4cc(C)[nH]n4)nnc3s2)c1	i	i	1.5%[0.369 µM]	?	?	?	-2.1%	.	?	1.5%	i
COc1cccc(C2/C(=C(/O)c3ccc(F)cc3)C(=O)C(=O)N2CCN(C)C)c1 (stereo unspecified)	.	.	-3.3%[0.0738 µM]	.	?	-20.5%	15.4%	-13.6%[9.17 µM]	-7.4%[11 µM]	3.1%	.
O=C(NCc1ccc(Cl)cc1)c1ccc(COCC(F)(F)F)o1	i	i	0.1%[57.5 µM]	i	-8.9%	-15.0%	1.0%	-1.8%	3.6%	0.8%	i
Cc1ccc(-c2noc(C3CCCN(C(=O)C4CCCCC4)C3)n2)o1 (stereo unspecified)	i	i	-0.1%[57.5 µM]	?	-1.2%	19.8%	0.0%	1.0%	-4.9%	-4.6%	i
N#CCCn1nc(-c2ccccc2)cc1Nc1ccccc1NC(=O)c1cccs1	?	i	-3.9%	?	?	-21.8%	2.7%	2.5%	-13.8%	-1.2%	i
COC(=O)CN(c1ccc(F)cc1)S(=O)(=O)c1ccccc1	i	i	-0.7%	i	-7.1%	-2.6%	-2.7%	-1.3%	-0.5%	4.4%	i
CCN(CC)CCN=CC1=C(O)CNC1=O	i	i	4.6%[0.369 µM]	?	12.7%	8.2%	-2.1%	.	?	1.7%	i
CC1=Nc2ccc(C)cc2N(Cc2ccccc2)C(=O)C1	.	.	0.2%	.	-3.5%	?	.	-2.9%	-4.0%[2.3 µM]	-1.2%	.
CCOC(=O)C1Cc2ccccc2C(=O)O1 (stereo unspecified)	.	.	-1.9%[0.0738 µM]	.	?	-6.0%	1.5%	-6.2%[9.17 µM]	-5.7%[11 µM]	1.7%	.
COc1ccc(NC(=O)C2CCCN2S(=O)(=O)c2cccc3cccnc23)c(OC)c1 (stereo unspecified)	.	.	0.1%	.	22.9%	-4.7%	-2.2%	-12.5%	-3.7%	0.7%	.
COc1ccc(OC)c(C(c2nnnn2C2CCCC2)N2CCc3ccccc3C2)c1 (stereo unspecified)	?	i	-1.4%	i	?	-4.3%	-2.3%	-2.0%	3.4%	-1.0%	i
COC(=O)c1ccc(CSc2nnnn2-c2ccc(C)cc2C)o1	?	i	-0.1%	?	?	-2.0%	5.2%	0.8%	6.5%	-2.1%	i
Oc1c(C(O)(c2ccccc2)c2ccc3ccccc3c2O)ccc2ccccc12	i	i	1.9%[9.22 µM]	?	-10.8%[7.6 µM]	-6.7%[11.5 µM]	-3.4%[9.22 µM]	2.8%[9.17 µM]	?	-10.4%[11.4 µM]	i
Cc1nc(NC(=O)C2CC2)sc1C(=O)N1CCCCC1	?	i	-0.7%	?	8.9%	-7.0%	2.6%	5.7%	-2.9%	2.2%	i
Cc1oncc1C(=S)Nc1ccccc1	.	.	-0.4%[9.22 µM]	.	6.2%	-17.5%	-0.3%	-2.6%	-1.1%	-7.6%	.
CCCn1c(SCC(=O)N2c3ccccc3Sc3ccccc32)nc2c1c(=O)n(C)c(=O)n2C	i	i	-0.2%[57.5 µM]	i	?	-14.1%	3.8%	-0.1%	-2.0%	-0.2%	i
COC(=O)C1=C(C)N(c2ccc(F)c(Cl)c2)C(=O)C1	i	i	-1.0%	?	?	3.5%	-2.0%	-5.3%	-9.4%	0.2%	i
CCOc1cc(C2C(C(=O)c3ccc(C)cc3)=C(C(=O)OC)Nc3nnnn32)ccc1O (stereo unspecified)	?	i	2.5%	i	-3.7%	1.9%	-2.9%	11.2%	-3.8%	-0.6%	i
CN1C(=O)NC2C1N(S(C)(=O)=O)CCN2S(C)(=O)=O (stereo unspecified)	.	.	1.5%[9.22 µM]	.	2.5%	-16.9%	-2.2%	-8.3%	2.5%	-1.3%	.
Nc1cc(N)nc(SCc2cc(=O)oc3cc4c(cc23)CCC4)n1	i	i	-1.4%[57.5 µM]	i	?	-10.1%	-0.6%	-0.6%	-6.2%	-1.9%	i
COc1cc(C(=O)N2CCN(c3ccc(C)cc3C)CC2)cc(OC)c1OC	.	.	-0.4%	.	?	.	.	-6.0%	-1.5%	1.2%	.
Cc1ccc(C)c(C(=O)NCc2ccncc2)c1	i	i	2.1%	i	-2.6%	-2.3%	-1.7%	-4.9%	-6.5%	-1.9%	i
Cc1c(C(=O)OCc2cc(=O)n3cc(Br)ccc3n2)oc2ccccc12	i	i	-0.3%[57.5 µM]	?	-1.5%	23.2%	-1.3%	-1.1%	0.4%	-4.1%	i
Cc1ccc2cc(CCNC(=O)CC(C)C)c(=O)[nH]c2c1	.	.	0.5%	.	?	.	.	1.4%	1.4%	4.0%	.
O=C(Nc1ccc(N2CCCC2)cc1)c1cccc(F)c1	i	i	4.1%	i	?	-27.8%	4.2%	-2.4%	-21.1%	3.16µM*	i
O=C(CSc1nnc(NCc2ccccc2)s1)c1ccco1	?	i	-0.5%	?	?	-4.8%	1.2%	-6.6%	-0.2%	-22.1%	i

Part of the list above in a different format:
Values in the order – TexasRed autofl	A350 fluor	HBB splice mod	Fluorescein autfl	CRE Fsk mod	ERK AVP inh	Epigenetic mod	Ub-GFP proteasome	Hsp90 Hop PPI	FLuc inh	4MU fluor
CCN(CC)CCN=CC1=C(O)CNC1=O
 : i	i	4.6%[0.369 µM]	?	12.7%	8.2%	-2.1%	.	?	1.7%	i
CC1=Nc2ccc(C)cc2N(Cc2ccccc2)C(=O)C1
 : .	.	0.2%	.	-3.5%	?	.	-2.9%	-4.0%[2.3 µM]	-1.2%	.
